MPTP inh: inhibitors of mitochondrial permeability transition pore; AID 602449; isolated mouse mitochondria, Ca2+ swelling absorbance, 30 min; inhibition, % at 10 µM; hit rate 1.4% among 360,000;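 active means inhibition of 50% or more, scaled per plate between neutral and stimulator controls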;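 further: 0% = DMSO wells given calcium and 100% = 1 mM EGTA wells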
PfGluPho inh: PfG6PD (Plasmodium falciparum) enzyme inhibition; inhibition, % at 20 µM; PfGluPho enzyme, NADPH resazurin-diaphorase fluorescence; hit rate 0.78% among 350,000;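 active means inhibition reaching at least a set limit at 20 µM in the primary screen, cut at about 59% in these data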;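 further: 0% = DMSO wells with substrate and 100% = DMSO wells lacking glucose-6-phosphate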
HKDC1 inhibitor: inhibitors of human hexokinase HKDC1 | inhibition, % at 20 µM | recombinant HKDC1, G6PDH/diaphorase resazurin coupled fluorescence | AID 493160 | hit rate 0.16% among 340,000;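 active means inhibition above about 35% when tested at 20 µM, limit read from the data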;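 further: plate controls were DMSO wells with enzyme for no effect and DMSO wells lacking enzyme for full effect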
Target sequence (Q2TB90 whole entry, looked up): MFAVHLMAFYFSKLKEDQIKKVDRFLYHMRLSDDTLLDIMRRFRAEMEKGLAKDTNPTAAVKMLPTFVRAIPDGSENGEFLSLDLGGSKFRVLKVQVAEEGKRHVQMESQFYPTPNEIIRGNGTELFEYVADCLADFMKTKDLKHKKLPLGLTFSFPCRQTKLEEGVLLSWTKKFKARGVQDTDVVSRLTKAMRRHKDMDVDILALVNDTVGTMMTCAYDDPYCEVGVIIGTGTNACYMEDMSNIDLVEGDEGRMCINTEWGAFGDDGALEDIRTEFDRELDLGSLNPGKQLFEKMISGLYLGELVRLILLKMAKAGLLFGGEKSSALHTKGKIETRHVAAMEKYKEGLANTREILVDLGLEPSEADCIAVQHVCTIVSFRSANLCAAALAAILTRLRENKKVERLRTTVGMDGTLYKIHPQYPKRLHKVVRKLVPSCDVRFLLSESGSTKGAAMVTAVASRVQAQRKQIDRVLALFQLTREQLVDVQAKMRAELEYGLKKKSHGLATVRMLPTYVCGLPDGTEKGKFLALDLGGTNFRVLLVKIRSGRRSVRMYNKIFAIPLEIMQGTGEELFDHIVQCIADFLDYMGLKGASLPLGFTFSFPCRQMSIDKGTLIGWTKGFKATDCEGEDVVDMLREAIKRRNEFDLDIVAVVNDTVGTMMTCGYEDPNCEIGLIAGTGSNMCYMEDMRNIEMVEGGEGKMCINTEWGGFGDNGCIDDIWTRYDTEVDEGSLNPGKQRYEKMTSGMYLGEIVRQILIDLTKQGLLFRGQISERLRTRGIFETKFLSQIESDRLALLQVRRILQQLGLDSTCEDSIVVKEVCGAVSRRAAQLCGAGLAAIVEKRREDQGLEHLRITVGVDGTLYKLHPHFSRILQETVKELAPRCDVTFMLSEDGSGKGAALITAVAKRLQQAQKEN
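Test system: recombinant HKDC1 (HK5) hexokinase enzyme, produced in-house; Amount: enzyme 5 µg/mL final; Buffer or medium: Tris pH 8.0 buffer with MgCl2, Tween-20, BSA, BME; Reagent: glucose and ATP substrates; Doses: 20 µM test compound, 1% DMSO; Incubation: 90 min reaction incubation at room temperature, dark; Detection: resorufin fluorescence at 613 nm.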
ATG4B inh: blocks human ATG4B protease cleavage of LC3 substrate | AID 504462 | ATG4B cleavage of LC3-PLA2, NBD-HPC fluorescence, 1 h | hit rate 0.51% among 340,000 | Q9Y4P1 | inhibition, % at 8.33 µM; in the data active means inhibition above about 40%
SENP8 inh: blocks human SENP8 cleavage of Nedd8 substrate. hit rate 0.64% among 360,000. inhibition, % at 20 µM. recombinant SENP8, Nedd8 substrate fluorescence. AID 602440. Q96LD8; in the data active means inhibition mostly above about 40%, no sharp cut-off; inactive means mostly below about 27%
Target sequence (Q96LD8 whole entry, looked up): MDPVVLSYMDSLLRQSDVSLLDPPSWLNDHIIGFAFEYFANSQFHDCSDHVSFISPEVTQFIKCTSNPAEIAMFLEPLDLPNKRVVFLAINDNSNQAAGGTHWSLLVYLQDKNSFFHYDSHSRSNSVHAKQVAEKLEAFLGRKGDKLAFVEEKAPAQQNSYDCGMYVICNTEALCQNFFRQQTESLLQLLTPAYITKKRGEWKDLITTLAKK
GRIN3A LBD mod: modulators (binders) of human NR3A ligand-binding domain. AID 1259313. Tm shift relative to glycine control, % at 25 µM. hit rate 2.5% among 340,000. NR3A LBD differential scanning fluorimetry, Tm shift; 0% = protein alone, 100% = glycine-bound protein;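 active means melting temperature shift of at least 10% of the positive control shift, at one fixed dose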
SENP6 inh: SENP6 protease inhibition | inhibition, % at 10 µM | hit rate 1.8% among 330,000 | AID 2599 | Recombinant SENP6 catalytic domain, aminoluciferin luminescence | Q9GZR1;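 active means inhibition above about 50% at the single tested dose, limit read from the data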;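 further: plate controls were DMSO wells with enzyme for no effect and DMSO wells lacking enzyme for full effect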
SENP7 block: SENP7 protease inhibition; Q9BQF6; recombinant SENP7, Z-RLRGG-aminoluciferin luminescence, 40 min; inhibition, % at 5 µM; hit rate 1.5% among 330,000;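 active means inhibition above about 50% at the single test dose, limit read from the data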;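 further: plate controls were DMSO with enzyme for no effect and no enzyme buffer wells for full effect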
* marks the source's active call; other numbers are inactive results; i = inactive; nt = no result given.

SMILES | MPTP inh | PfGluPho inh | HKDC1 inhibitor | ATG4B inh | SENP8 inh | GRIN3A LBD mod | SENP6 inh | SENP7 block
COc1ccc(C(=O)C(C)Sc2nnc(C3CC3)n2C2CC2)cc1 (configuration not stated) | 0.6 | 14 | -3 | -56 | 12 | -1 | 9 | -2
Cc1ccc(C(=O)N(CC(=O)NC2CCCC2)c2ccc(F)cc2)s1 | 0.3 | -13 | -5 | -6 | 16 | 1 | -3 | -4
COc1ccc(NC(=O)c2cc3c([nH]c4ccccc43)c(C)n2)cc1 | 1.5 | -6 | -3 | -1 | 2 | 7 | -3 | -5
COc1cccc2c(=O)n(CC(=O)NC3CCCCC3)ccc12 | -0.8 | 14 | -5 | -9 | -56 | 2 | -3 | -6
CC/C(C)=C1/NC(=O)NC1=O | 0.3 | -4 | -9 | 0 | 6 | -1 | nt | nt
COc1cc(C(=O)NCC(=O)N2CCN(S(=O)(=O)c3ccccc3)CC2)cc(OC)c1OC | -0.1 | -31 | -3 | -4 | 10 | 0 | -9 | -17
Cc1ccc(S(=O)(=O)CC(c2ccccc2)N2CCCCC2)cc1 (configuration not stated) | 0.7 | 0 | -8 | 5 | 19 | 0 | -8 | 7
Cc1c(Cl)cccc1-n1nnnc1-c1cccs1 | 0.4 | 3 | 4 | -3 | 20 | 0 | 5 | 7
COc1ccc(Nc2cc(C)nc3ncnn23)cc1 | -0.3 | 17 | -2 | 4 | 6 | 2 | nt | nt
CCOc1ccc(NC(=O)CCC(=O)N2CCSc3ccccc32)cc1 | -1.6 | 8 | -3 | 4 | 3 | 2 | -1 | 9
CCc1cccc(C)c1NC(=O)COC(=O)Cc1ccsc1 | -1.5 | -12 | 8 | -2 | -35 | -1 | -15 | 0
CC1(CC(=O)N/N=C/c2cc(Br)c(O)cc2O)OCCO1 | 1.4 | -4 | -4 | -3 | -50 | -4 | -19 | -12
Cn1cc([N+](=O)[O-])c(C(=O)Nc2ccc3c(c2)OCCO3)n1 | -1.2 | -12 | -9 | -6 | 5 | -2 | 21 | -7
CCCCOc1ccc(C(=O)N2CCN(c3ncccn3)CC2)cc1 | 0.0 | -8 | -1 | -5 | -31 | -1 | 15 | 5
O=C(/C=C/c1ccccc1)NCCOc1ccccc1 | -1.3 | -7 | -3 | 5 | 27 | -3 | -5 | -3
CCCCn1c(SCC(=O)N2CCCC2)nc2cc(S(N)(=O)=O)ccc21 | 4.9 | -2 | 5 | -10 | 11 | 0 | -9 | 2
COCC(=O)NC(c1ccccc1)c1ccccc1 | 3.0 | 0 | 0 | -10 | 19 | -2 | 21 | 3
CCCCC(=O)N(Cc1ccc(F)cc1)C1CCS(=O)(=O)C1 (configuration not stated) | 1.2 | 9 | -5 | -7 | 27 | 1 | -8 | 6
COc1ccc(-n2nnnc2SCC(=O)N2CCN(C(=O)c3ccco3)CC2)cc1OC | -0.8 | -4 | -7 | 0 | -2 | 0 | 10 | -1
COC(=O)[C@]1(Cc2ccccc2)N[C@H](CN(C)C(=O)COc2ccccc2)[C@@H]2C(=O)N(C)C(=O)[C@@H]21 | -1.0 | 6 | 0 | -8 | 5 | 1 | 12 | 7
COc1cc(OC)c(NS(=O)(=O)c2cc(C(=O)OC(C)C(=O)NC3CC3)c(Cl)cc2Cl)cc1Cl (configuration not stated) | 0.2 | -14 | -4 | 3 | 8 | -2 | 0 | 1
COc1ccc(OCC(=O)N2CCCC2=O)c([N+](=O)[O-])c1 | -0.4 | 2 | -4 | -3 | 7 | 2 | -2 | -1
COc1ccc(-c2noc(COc3ccc4c(c3)OCO4)n2)cc1OC | 5.4 | -18 | -8 | -5 | 6 | -2 | -1 | -3
COc1ccc(NC(=O)CC(C)=O)c(OC)c1 | -0.2 | 3 | -9 | -3 | 20 | -411 | -20 | 3
CCN(CC)S(=O)(=O)c1ccc(/C=C/C(=O)Nc2ccccc2N2CCOCC2)cc1 | 3.2 | 7 | -1 | 0 | 26 | -1 | 7 | 2
COC(=O)C1=C(C)NC(C)=C(C(=O)OC)C1C(=O)OCC(=O)N1CCCCC1C (configuration not stated) | -0.4 | 3 | -3 | 7 | -255 | 0 | -20 | -6
COC(=O)c1cc(NC(=O)CN(c2cccc(OC)c2)S(=O)(=O)c2ccccc2)ccc1Cl | 25 | 18 | -5 | -6 | 8 | -7 | -6 | 2
O=C(O)Cn1nc(C(F)(F)F)c2c1CCCC2 | 1.0 | 2 | 4 | -1 | 13 | 1 | 7 | -3
O=C1NCCN(Cc2cccc(Oc3ccccc3)c2)C1CC(=O)N1CCCO1 (configuration not stated) | -0.6 | 4 | -1 | 0 | -256 | 0 | -9 | 6
Cc1ccc(C)c(NC(=O)CCN2CCOCC2)c1 | -1.6 | -7 | -8 | 11 | 2 | 3 | -5 | -1

6 structures from above, sorted by count of non-hydrogen atoms, lowest first.
SMILES | MPTP inh | PfGluPho inh | HKDC1 inhibitor | ATG4B inh | SENP8 inh | GRIN3A LBD mod | SENP6 inh | SENP7 block
O=C(O)Cn1nc(C(F)(F)F)c2c1CCCC2 | 1.0 | 2 | 4 | -1 | 13 | 1 | 7 | -3
COc1ccc(OCC(=O)N2CCCC2=O)c([N+](=O)[O-])c1 | -0.4 | 2 | -4 | -3 | 7 | 2 | -2 | -1
COc1ccc(-c2noc(COc3ccc4c(c3)OCO4)n2)cc1OC | 5.4 | -18 | -8 | -5 | 6 | -2 | -1 | -3
O=C1NCCN(Cc2cccc(Oc3ccccc3)c2)C1CC(=O)N1CCCO1 (configuration not stated) | -0.6 | 4 | -1 | 0 | -256 | 0 | -9 | 6
CCN(CC)S(=O)(=O)c1ccc(/C=C/C(=O)Nc2ccccc2N2CCOCC2)cc1 | 3.2 | 7 | -1 | 0 | 26 | -1 | 7 | 2
COc1cc(OC)c(NS(=O)(=O)c2cc(C(=O)OC(C)C(=O)NC3CC3)c(Cl)cc2Cl)cc1Cl (configuration not stated) | 0.2 | -14 | -4 | 3 | 8 | -2 | 0 | 1

Next compounds
SMILES | MPTP inh | PfGluPho inh | HKDC1 inhibitor | ATG4B inh | SENP8 inh | GRIN3A LBD mod | SENP6 inh | SENP7 block
COc1ccc(OC)c(NC2c3ncccc3C(=O)N2Cc2ccco2)c1 (configuration not stated) | -1.7 | 0 | -2 | -10 | 5 | 0 | -11 | 5
CCn1c(CC(=O)Nc2ccc(F)cc2)nnc1SCC(=O)NC1CCCC1 | 0.4 | -14 | -1 | -7 | 12 | 1 | -12 | 4
O=C(NCC1CCCO1)c1ccc(COc2ccccc2)o1 (configuration not stated) | -0.9 | -8 | -6 | 5 | 10 | 1 | 5 | -2
O=C1NC2(CCCCCC2)C(=O)N1Cc1ccc(Br)cc1 | 0.9 | -10 | 2 | 21 | 8 | 1 | -9 | 4
Cc1cc(N(C)C)ccc1N=Nc1ccc(N)cc1 | 5.4 | 23 | 2 | -1 | 35 | -3 | 46 | 26
CCOP(=O)(OCC)C(NC(=O)Nc1ccc(Cl)cc1)C(N)=O (configuration not stated) | 9.3 | 4 | -4 | -3 | 12 | -4 | 7 | 5
COc1ccc(-n2c(Cc3cccn3C)nnc2SCC(=O)NCCc2ccccc2)cc1 | -2.2 | -18 | -3 | 11 | 4 | 1 | -3 | -4
COC(=O)c1ccc(C2=NOC(C)(c3sc(-c4ccc(Cl)cc4)nc3C)C2)cc1 (configuration not stated) | 4.4 | 22 | -1 | 10 | -54 | -27 | -11 | 2
COc1ccc(C(=O)Nn2c(SCC(=O)NC3CCCCC3)nc3ccccc3c2=O)cc1 | -7.5 | -25 | -4 | -4 | 10 | 1 | 12 | -8
O=C1c2ccccc2C(=O)N1CCCCc1cn(C[C@H]2CC[C@H](Cn3cc(CCCCN4C(=O)c5ccccc5C4=O)nn3)O2)nn1 | 1.6 | 5 | 1 | -3 | 9 | 0 | nt | -4
CCC1CCCCN1C(=O)CCc1nnc(C2CCCCC2)o1 (configuration not stated) | -1.2 | -5 | -2 | 9 | 6 | -1 | 7 | 7
O=C(Nc1nnc(C2CC2)s1)c1cc2ccccc2o1 | 1.1 | 43 | 9 | 1 | -490 | -1 | 13 | 8
Cc1cccc(N(C)C(=O)c2cc(S(=O)(=O)N3CCCCC3)c[nH]2)c1 | 0.3 | 9 | -5 | -9 | 10 | -1 | -6 | -2
CCOC(=O)N1CCN(C(=O)Cn2c(C)cc3ccccc3c2=O)CC1 | -2.9 | -6 | -1 | 0 | -101 | -1 | -14 | -14
Cc1ccc(S(=O)(=O)Nc2c(NC3CCCCC3)c3ccccc3oc2=O)c(C)c1 | -1.8 | 30 | 2 | -5 | -53 | -6 | 5 | -3
COc1ccc(/C=C/C(=O)NC(=S)Nc2ccc(Br)cn2)cc1 | 1.2 | -20 | -3 | 2 | 3 | 25* | -25 | 2
O=C(c1cc(Cl)ccc1Cl)N1CCc2ccccc21 | 2.5 | 16 | -1 | 6 | 12 | -1 | -13 | -10
Cc1nnc(NC(=O)c2oc3c(ccc4ccccc43)c2C)s1 | -1.1 | 38 | 2 | -4 | i | 2 | -17 | -6
Cc1ccc(N=Cc2cccc(O)c2O)c(C)c1 | 18 | nt | nt | nt | 110* | nt | 31 | 6
Cc1csc(SC(C)c2nc3scc(-c4ccccc4)c3c(=O)[nH]2)n1 (configuration not stated) | 2.9 | 11 | 0 | 8 | -9 | 1 | -11 | -2
Cc1nnc(Nc2ccccn2)c2ccccc12 | -4.5 | -1 | 5 | 5 | 0 | -1 | -6 | 7
COCCN(CCOC)C(=O)COC(=O)c1ccc(Cl)c(S(=O)(=O)N(C)c2ccccc2)c1 | 1.0 | -1 | -7 | -11 | 11 | -1 | 3 | 0
COc1ccc(CN2CNc3c(c(=O)n(C)c(=O)n3C)C2)cc1 | -0.9 | -6 | -10 | 8 | -3 | -1 | -2 | -2
CCC/C(O)=C1\C(=O)CCCC1=NCCCCCC(=O)O | -0.9 | -12 | -2 | -3 | 37 | 1 | -24 | -2
Cc1ccc(S(=O)(=O)N2CCOCC2)cc1C(=O)NC(=S)N1CC(C)OC(C)C1 (configuration not stated) | 0.1 | 3 | -12 | -8 | 18 | 0 | 0 | 2
CCOC(=O)c1c(CN(CC)CC)oc2cc(Br)c(O)cc12 | 0.0 | 4 | -3 | -8 | 2 | 1 | 6 | -2
CSCCC(NS(=O)(=O)c1cccc(C(F)(F)F)c1)C(=O)N(C)CCOc1ccc(Cl)cc1 (configuration not stated) | -0.7 | 28 | 5 | -11 | 2 | -4 | -19 | -7
COc1ccc(CNC(=S)Nc2ccc(F)c(Cl)c2)cc1 | 96* | 14 | -8 | 20 | 5 | 1 | -14 | 9
O=C(COc1ccc(Cl)cc1)Nc1cc2c3c(c1)CC(=O)N3CCC2 | 4.8 | -6 | 0 | -2 | 12 | -1 | -18 | -7
COc1ccc(-c2nc(CS(=O)CC(=O)NCc3ccc4c(c3)OCO4)c(C)o2)cc1OC (configuration not stated) | 0.5 | -10 | 1 | -4 | -8 | -1 | 0 | -11
COc1ccc(CNC2c3ccccc3-c3ccccc32)cc1OC | 0.8 | 11 | -7 | 5 | 27 | -3 | -6 | 0
CCCCNC(=O)c1cn(-c2ccc(OCC)cc2)c(=O)c2cc(OC)c(OC)cc12 | 0.4 | -15 | 2 | -15 | -8 | 0 | -3 | -3
Cc1cccc(C)c1Nc1nnc(SCC(=O)c2ccc(Br)s2)s1 | 1.5 | 5 | 1 | 20 | 22 | -6 | -17 | 5
O=C(CN1C(=O)C(=O)N(C2CCCC2)C1=O)Nc1ccc(F)cc1F | 0.6 | 3 | -1 | -4 | 15 | 0 | 5 | -11
CCOC(=O)C1=CNS(=O)(=O)NC1c1ccc2ccccc2c1 (configuration not stated) | 0.5 | -13 | 2 | 5 | -23 | 2 | nt | -5
CCCCSc1nnc(CCNC(=O)OC(C)(C)C)o1 | 2.1 | 9 | -5 | -9 | 31 | -1 | -7 | 4
CCN(CC)S(=O)(=O)c1cccc(-c2nnc(SCC#N)n2Cc2ccccc2)c1 | 2.2 | 3 | 0 | -13 | 6 | -2 | -2 | 0
CCOC(=O)c1cn(Cc2ccc(Br)cc2)nn1 | 1.6 | 19 | -4 | -1 | 6 | 0 | 7 | 6
COc1cc2c(cc1OC)CN(C(=O)c1ccc3nc[nH]c3c1)CC2 | 0.5 | -8 | -1 | -5 | -1 | 3 | -2 | 1
